# Screening data as filed in PubChem BioAssay.
# TAG inh: inhibitors of triacylglycerol accumulation, primary screen, cell-based, uHTS, fluorescence, H9c2 | H9c2 cells, Nile Red lipid (TAG) fluorescence; cells loaded with 200 µM oleic acid | inhibition, % at 12.5 µM | 230,000 compounds, 0.66% hits | AID 651582, 2012;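 active = pattern-corrected inhibition of lipid staining of at least 50% with the nuclear-stain viability signal not falling by more than 50%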;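 also: 0% = DMSO wells and 100% = triacsin C control wells; some results filed as inactive read as strong as hits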
# TAG inh DAPI viability: also measured in TAG inh; calls as there; DAPI nuclei signal change (viability), lower = more cytotoxic, %;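 whole-well DAPI fluorescence read on a plate reader as a viability signal; minus 50 percent equals half of cells still viable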
# An asterisk follows results filed as active. Only part of the results is shown, so the mix of outcomes need not match the whole.
SMILES,TAG inh,TAG inh DAPI viability
COc1cccc(NC(=O)CN(C)C(=O)c2ccc(OCC3CCCO3)cc2)c1 (stereo not given),-12.0,4.1
[O-][n+]1c2ccccc2c2n1CCCN=C2c1ccc(Cl)cc1,11.0,5.2
O=C(Nc1ccc2c(c1)CCC2)Nc1ccccc1F,-6.5,-2.6
CCCCCC(=O)NC(=S)Nc1ccc2oc(=O)ccc2c1,-12.4,-3.8
CC1CCCCC1NS(=O)(=O)c1ccc(-n2cnnn2)cc1 (stereo not given),-14.5,1.3
Cc1noc(C)c1COc1ccccc1C(=O)N1CCN(S(=O)(=O)c2ccccc2Br)CC1,4.5,-3.2
COc1ccc(CNc2ncccn2)cc1OC,8.0,9.9
O=C(N/N=C/c1ccc2c(c1)OCO2)c1cc(-c2ccco2)nc2ccccc12,4.7,5.8
COc1ccc(CCC(=O)OCC(=O)N2CCN(S(=O)(=O)c3ccc(C)cc3C)CC2)cc1,-17.7,-3.8
CCC1CCC2(CC1)NC(=O)N(CC(=O)NCc1ccc(Cl)cc1)C2=O (stereo not given),-38.8,1.2
Cc1noc(C)c1C(=O)OCC(=O)N1CCN(S(=O)(=O)c2ccc3ccccc3c2)CC1,-1.8,-2.1
Cc1ccc2cccc(S(=O)(=O)N3CCCc4ccccc43)c2n1,0.5,3.8
Cc1cccn2c(=O)c3cc(C(=O)NCCN4CCOCC4)n(C)c3nc12,-0.7,24.4
COc1ccc(C(CNC(=O)COc2ccccc2C#N)N2CCOCC2)cc1 (stereo not given),0.5,-9.3
C=CCN(c1ccccc1)S(=O)(=O)c1cccc2cccnc12,-12.9,7.5
O=C(O)C(c1ccccc1)C1(O)CCC1 (stereo not given),-14.1,1.2
C[C@@H]1CN([C@@H](C)CO)S(=O)(=O)c2ccc(Br)cc2O[C@H]1CN(C)C(=O)Nc1ccc(C(F)(F)F)cc1,2.9,-6.8
Cc1ccc(C)c(N(C(=O)CCC(=O)Nc2cc(C)on2)C(C(=O)NC2CCCC2)c2ccco2)c1 (stereo not given),15.6,-9.4
NC(=O)c1ccc(C2SCC(=O)N2Cc2ccccc2)cc1 (stereo not given),14.9,6.6
CC(C)CC(=O)NC(NCC1CCCO1)C(Cl)(Cl)Cl (stereo not given),11.8,-5.3
COc1ccc(CC2(CO)CCN(CC3=CC[C@H]4C[C@@H]3C4(C)C)CC2)cc1,1.6,3.2
O=C(N/N=C/C1CCCCC1)c1cc(Cl)ccc1O,7.1,0.9
C/C(CC(=O)Nc1ccc(Cl)cn1)=N\NC(=O)Cc1cccs1,11.1,-6.1
COc1ccc(C(=O)Nc2nc(-c3cccs3)cs2)cc1,25.1,-10.6
CCC(=O)NC(NC(=S)Nc1ccccc1Br)C(Cl)(Cl)Cl (stereo not given),-2.6,6.1

# Four entries from above, as labelled records.
> Cc1ccc(C)c(N(C(=O)CCC(=O)Nc2cc(C)on2)C(C(=O)NC2CCCC2)c2ccco2)c1 (stereo not given)
  TAG inh: 15.6
  TAG inh DAPI viability: -9.4
> NC(=O)c1ccc(C2SCC(=O)N2Cc2ccccc2)cc1 (stereo not given)
  TAG inh: 14.9
  TAG inh DAPI viability: 6.6
> CC(C)CC(=O)NC(NCC1CCCO1)C(Cl)(Cl)Cl (stereo not given)
  TAG inh: 11.8
  TAG inh DAPI viability: -5.3
> COc1ccc(CC2(CO)CCN(CC3=CC[C@H]4C[C@@H]3C4(C)C)CC2)cc1
  TAG inh: 1.6
  TAG inh DAPI viability: 3.2

# Other structures
SMILES,TAG inh,TAG inh DAPI viability
O=[N+]([O-])c1ccc2nc[nH]c2c1,-6.1,11.4
COc1ccc(CNC(=O)C2CCN(S(=O)(=O)c3c(C)n[nH]c3C)CC2)cc1,-26.5,16.2
CCOc1ccccc1N1CC(C(=O)NNC(=O)c2ccc(F)cc2)CC1=O (stereo not given),0.5,-8.3
CS(=O)(=O)N1CCC(Oc2cccc(C(=O)NCCCOc3cccnc3)c2)CC1,-14.7,-0.4
O=C(CCl)N1c2ccccc2Sc2ccc3ccccc3c21,16.5,-1.5
Cc1ccc(CCN2CC(C(=O)NCc3ccc4c(c3)OCO4)CC2=O)cc1 (stereo not given),3.1,-3.7
COc1ccc(-c2nnc(SCC(=O)Nc3nncs3)o2)cc1,-5.1,5.9
COc1ccc(S(=O)(=O)N2CCOC2CNC(=O)C(=O)NCCc2c[nH]c3ccccc23)cc1 (stereo not given),-5.1,-5.1
COC(=O)C(Cc1ccc(OC(=O)c2ccc(Cl)cc2)cc1)N1Cc2ccccc2C1=O (stereo not given),-5.3,3.9
O=c1oc2ccccc2nc1/C=C(O)/C=C\c1ccccc1,10.3,-7.4
COc1ccc(N2C(=O)CC(Nc3ccc(F)cc3)C2=O)c([N+](=O)[O-])c1 (stereo not given),-1.0,11.4
COc1cc(C2C3C(=O)N(c4ccc(F)cc4)C(=O)C3ON2c2ccccc2)ccc1O (stereo not given),-7.4,-0.2
CC(NC(=O)COC(=O)c1cccnc1Cl)C12CC3CC(CC(C3)C1)C2 (stereo not given),-15.1,-2.2
CCc1ccc(CN(C)C(=O)CCc2nnc(CCc3ccccc3OC)o2)nc1,-6.2,-2.2
CC(C(=O)Nc1ccc2[nH]c(=O)[nH]c2c1)N1CCN(Cc2ccc3c(c2)OCO3)CC1 (stereo not given),15.4,-3.1
COc1ccc(-n2cc(CNCCCN3CCCC3=O)c(-c3ccccc3Cl)n2)cc1,-3.5,21.6
COc1ccc([C@@H]2CC(=O)c3c(O)cc(O)cc3O2)cc1O,-0.8,-3.3
COc1ccc(CNC(=O)C2C3C=CC4(CN(Cc5cccnc5)C(=O)C24)O3)cc1 (stereo not given),-5.9,-7.5
CP(=O)(Nc1cc(Cl)ccc1Cl)c1nc2c(s1)CCCC2 (stereo not given),-3.4,-2.6
CC(C)N(C(=O)[C@H]1C[C@H](CC(=O)NCCN2CCOCC2)C(=O)N2CCc3c([nH]c4ccc(Cl)cc34)[C@]12C)C(C)C,10.5,3.9
Cc1ccc(C)c(OCCC(=O)OCC(=O)N(C)c2c(N)n(Cc3ccccc3)c(=O)[nH]c2=O)c1,4.8,6.1
O=C(CC(Nc1ccccc1)C(=O)O)c1ccccc1 (stereo not given),-16.1,9.7
NNC(=O)c1oc2nc(-c3ccccc3)cc(-c3ccco3)c2c1N,3.1,11.3
COc1ccccc1-n1c(SCC(=O)N2CCCCC2)nc2cccnc21,13.4,-9.6
O=C(N/N=C\c1ccccc1F)c1ccc(-c2ccccc2)cc1,7.1,-5.0

# An excerpt from above in order of SMILES length, largest number first.
SMILES,TAG inh,TAG inh DAPI viability
COc1ccc(S(=O)(=O)N2CCOC2CNC(=O)C(=O)NCCc2c[nH]c3ccccc23)cc1 (stereo not given),-5.1,-5.1
COc1cc(C2C3C(=O)N(c4ccc(F)cc4)C(=O)C3ON2c2ccccc2)ccc1O (stereo not given),-7.4,-0.2
O=C(CC(Nc1ccccc1)C(=O)O)c1ccccc1 (stereo not given),-16.1,9.7

# New compounds follow
SMILES,TAG inh,TAG inh DAPI viability
C=CCn1c(=NC(=O)C2COc3ccccc3O2)sc2cccc(OC)c21 (stereo not given),-21.7,7.0
COc1cc2c(cc1OC)C(c1cccc([N+](=O)[O-])c1)=NCC2,3.7,-9.9
Cc1ccc(NC(=S)NCCN2CCOCC2)cc1,5.2,3.6
Cc1ccc2oc(=O)cc(CN3CCC(C)CC3)c2c1,17.5,-2.2
O=C(C1CCN(Cc2cc(Cl)ccc2O)CC1)N1CCN(Cc2ccccc2)CC1,14.6,5.9
CN(C(=O)c1ccc(NC(=O)Cc2cccc(NC(=O)C3CCCN(C(=O)C4CC4)C3)c2)cc1)C1CCCC1 (stereo not given),11.1,-5.2
CCCCOCCCNCC(=O)Nc1ccc(S(N)(=O)=O)cc1,23.4,-8.9
COC(=O)c1ccccc1COc1cccn2c(N(C)Cc3cccs3)c(C)nc12,-16.2,10.6
CCCCc1oc2ccccc2c1C(=O)c1cc(I)c(OCCN(CC)CC)c(I)c1,-2.3,11.1
CC1(C)S[C@@H]2[C@H](NC(=O)Cc3ccccc3)C(=O)N2[C@H]1C(=O)O,-15.6,0.2
O=S(=O)(Cc1cc(Oc2ccccc2)nc(-c2ccccc2)n1)c1ccccc1,2.1,-4.0
O=C(C1=C(O)C(=O)N(Cc2cccnc2)C1c1ccccn1)c1cccs1 (stereo not given),-0.1,0.7
O=C(Nc1ccc2oc(-c3ccncc3)nc2c1)c1ccccc1,-3.2,23.6
CCCCNC(=O)C1C2C=CC3(CN(Cc4ccccc4Cl)C(=O)C13)O2 (stereo not given),5.1,4.5
CCc1cc2c(=O)[nH]cnc2s1,-7.5,9.6
Nc1nc2n(n1)C(=O)CC(c1ccccc1[N+](=O)[O-])N2 (stereo not given),-7.7,-1.6
Cc1cc(C)n(CC(=O)N/N=C/c2ccco2)n1,7.6,5.3
NC(=O)c1ncn([C@@H]2O[C@H](CNCc3ccc(OCC(=O)Nc4nccs4)cc3)[C@@H](O)[C@H]2O)n1,-10.6,3.1
CC(=O)Nc1ccc(NC(=O)CSC2=NS(=O)(=O)c3cc(F)ccc3N2)cc1,9.1,1.6
O=C(Nc1ccc2c(c1)OCO2)c1ccc(S(=O)(=O)N2CCCC2)cc1,10.2,-8.1
O=C1OCCC1Sc1nc2ccccc2n1-c1ccccc1 (stereo not given),-3.7,1.4
CCN(CC(=O)Nc1ccccc1OC)C(=O)C1CC2C=CC1C2 (stereo not given),3.6,-4.9
Cc1cc(S(=O)(=O)NCc2ccncc2)c(C)cc1Br,-38.1,-6.3
O=C(Nc1nc(N2C(=O)c3ccccc3C2=O)n(-c2ccccc2)n1)c1ccc(Cl)cc1,12.0,-13.5
COc1ccc(-c2nn(-c3ccccc3)cc2CO)cc1OC,-114.5,0.5

# The list goes on, starting with the last 7 of the part before.
SMILES,TAG inh,TAG inh DAPI viability
CC(=O)Nc1ccc(NC(=O)CSC2=NS(=O)(=O)c3cc(F)ccc3N2)cc1,9.1,1.6
O=C(Nc1ccc2c(c1)OCO2)c1ccc(S(=O)(=O)N2CCCC2)cc1,10.2,-8.1
O=C1OCCC1Sc1nc2ccccc2n1-c1ccccc1 (stereo not given),-3.7,1.4
CCN(CC(=O)Nc1ccccc1OC)C(=O)C1CC2C=CC1C2 (stereo not given),3.6,-4.9
Cc1cc(S(=O)(=O)NCc2ccncc2)c(C)cc1Br,-38.1,-6.3
O=C(Nc1nc(N2C(=O)c3ccccc3C2=O)n(-c2ccccc2)n1)c1ccc(Cl)cc1,12.0,-13.5
COc1ccc(-c2nn(-c3ccccc3)cc2CO)cc1OC,-114.5,0.5
Fc1ccc(-c2[nH]ncc2-c2nnnn2-c2ccccc2)c(F)c1,-23.1,1.3
O=C(COC(=O)c1cccnc1)Nc1ccccc1,5.4,-10.5
COc1ccc(OC)c(NC2=C(Cl)C(=O)N(Cc3ccccc3)C2=O)c1,-30.5,-7.4
CC(C)Cc1cc(C(=O)N2CCN(c3ccc(F)cc3)CC2)no1,10.1,-1.7
CCCCCn1nc(C)c2c(C)cc(=O)[nH]c21,-8.6,7.0
C/C(=N\OC(=O)c1c(-c2ccccc2Cl)noc1C)c1ccncc1,-7.5,3.7
O=C(COC(=O)c1ccccn1)NNC(=O)c1ccc([N+](=O)[O-])cc1,-3.4,2.3
Cn1cc(C(=O)C(=O)N2CCc3ccccc32)c2ccccc21,-9.8,-2.9
COc1ccc(/C=N/Nc2nc3ccccc3[nH]2)c(OC)c1OC,-5.5,3.9
CC(Oc1cccc(Cl)c1)c1ccnc2nc(/N=C/N(C)C)nn12 (stereo not given),1.5,-2.9
COc1cc(/C=N/O)ccc1OCc1ccc([N+](=O)[O-])cc1,-15.3,2.8
CCN(CC)Cc1ccc(NC(=O)c2sc3cc(Cl)ccc3c2Cl)cc1,-6.1,14.5
COCOCCn1cc(CN2CCS(=O)(=O)N(Cc3ccc(-c4ccncc4)cc3)C(C)C2=O)nn1 (stereo not given),-8.9,-7.8
COc1ccc(N2CCN(C(=O)COC(=O)CNC(=O)c3ccc(C)cc3)CC2)cc1,15.4,-3.8
COc1cccc(NC(=O)CN(C)CC(=O)NCC(=O)Nc2ccc(F)cc2)c1,-6.4,-6.6
